# Screening results (PubChem)
# tuberculosis growth: growth inhibition of non-replicating M. tuberculosis (AID 488890). actives 0.39% (n = 320,000). inhibition, % at 25 µM; hits with a dose series show IC50 in µM. Mycobacterium tuberculosis non-replicating, growth inhibition; higher % means a stronger effect; in the data active = a potency from the dose series; inconclusive = inhibition mostly from about 82% at the one dose, without a potency; inactive = the rest, 99 in 100 with inhibition below about 76%;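 also: plate controls were DMSO cells for no effect and high antibiotic wells for full effect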
# influenza NS1A: H1N1 influenza NS1A inhibitors, functional cell based assay (AID 504329); NS1A functional cell-based assay, percent inhibition; higher % means a stronger effect; inhibition, % at 12.5 µM, or IC50 in µM where a hit was titrated; actives 0.3% (n = 340,000); in the data active = a potency from the dose series; inconclusive = inhibition above about 27% without an active follow-up result; also: strong numbers were not always called active
# Salmonella PhoP GFP: PhoP regulon inhibitors, Salmonella typhi PhoP promoter GFP reporter, confirmatory (AID 1850) | Salmonella Typhi PhoP-promoter GFP reporter, fluorescence, 4 h; higher % means a stronger effect | one-dose inhibition, % at 50 µM; IC50 in µM for titrated hits | actives 0.33% (n = 310,000); in the data active = a potency from the dose series; inconclusive = inhibition mostly from about 25% at the one dose, without a potency; inactive = the rest, 99 in 100 with inhibition below about 19%;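 also: 0% = induced wells with vehicle and 100% = uninduced wells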
# inhibitors of VEEV: inhibitors of VEEV TC-83 cytopathic effect, confirmation, Vero cells (AID 588727); inhibition, % at 20 µM, or IC50 in µM where a hit was titrated; Vero cells, VEEV TC-83 cytopathic effect inhibition; higher % means a stronger effect; actives 0.13% (n = 350,000); in the data active = a potency from the dose series; inconclusive = inhibition mostly from about 14% at the one dose, without a potency; inactive = the rest, 99 in 100 with inhibition below about 12%; also: strong numbers were not always called active
# M. tuberculosis HTS: M. tuberculosis growth inhibition, HTS (AID 449762); actives 0.59% (n = 330,000); inhibition, % at 25 µM; hits with a dose series show IC50 in µM; M. tuberculosis H37Rv growth inhibition, 7H9 media; higher % means a stronger effect; in the data active = a potency from the dose series; inconclusive = inhibition above about 70% without an active follow-up result;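 also: bacterial growth assessed after seven days of incubation; strong numbers were not always called active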
# inhibitors of VEEV 10K pilot screen: further read-out of inhibitors of VEEV, marked with its call; inhibition, %; measured here: 10K pilot screen inhibition
# Active calls of the source: *; i = inactive; ? = inconclusive; · = no result given; & = joins results of further samples.
SMILES,tuberculosis growth,influenza NS1A,Salmonella PhoP GFP,inhibitors of VEEV,M. tuberculosis HTS,others
Clc1ccc(-c2csc3ncnc(NCCN4CCOCC4)c23)cc1,26%,28%,3%,6.5%,2%,
CCC(Sc1nc2ccccc2o1)C(=O)Nc1nnc(C)s1 (stereo not given),?,-6%,-5%,i,?,
O=C1C(Cc2ccccc2)Nc2ncnc(N3CCN(c4ccccc4)CC3)c2N1Cc1ccccc1 (stereo not given),33%,14%,3%,0.9%,3%,
Cc1cc(C)c(S(N)(=O)=O)c(C)c1N(C)S(=O)(=O)c1ccccc1,-15%,2%,11%,2.3%,-2%,
CCO/C=C/C(O)(CNC(=O)c1ccc(C(C)(C)C)cc1)C(F)(F)F (stereo not given),-26%,10%,-15%,i,-5%,
O=C(NCCCCNC(=O)c1ccccc1Cl)c1ccccc1Cl,-3%,-3%,5%,i,-4%,
O=Cc1cccnc1SCc1ccccc1,46%,-4%,-14%,i,0%,
CC(=O)c1c(N2CCOCC2)nc(=S)n(-c2cc(C)ccc2C)c1C,31%,8%,1%,0.6%,6%,
C=CCN(CC=C)C(=O)Nc1cc(Cl)ccc1OC,4%,-2%,-4%,1.2%,-9%,
COC(=O)c1ccccc1NC(=O)C1CC(=O)N(C2CCCCC2)C1 (stereo not given),15%,-7%,-4%,7.3%,-2%,
O=C1CC(c2ccncc2)c2cc3c(cc2N1)OCCO3 (stereo not given),11%,-1%,-3%,0.9%,-9%,
Cc1sc2ncn(CC(=O)NCC(=O)N3CCC4(CC3)OCCO4)c(=O)c2c1C,-12%,-6%,-4%,0.2%,-1%,
COc1cccc(/C=N/n2c(-c3n[nH]c4c3CCC4)n[nH]c2=S)c1OC,-8%,-16%,23%,0.7%,-7%,
Cc1ccc(C)c(N2CCN(CCCNC(=O)CCC(=O)N3CCOc4ccc(Cl)cc43)CC2)c1,71%,·,-17%,·,?,
Cc1c(Cl)c(-c2n[nH]c(=S)n2CC(C)C)nn1C,10%,-6%,10%,0.9%,-4%,
CCC(=O)Nc1ccc(C(=O)CN2C(=O)NC3(CCCCCC3)C2=O)cc1,8%,-1%,·,7.4%,2%,
COc1cccc(-c2nc(Oc3cccc(C)c3C)c3ccccc3n2)c1O,13%,2%,-11%,i,7%,
COc1ccccc1Oc1ccc(S(=O)(=O)N2CCCCC2C)cc1 (stereo not given),6%,4%,-9%,i,2%,
COc1ccc(S(=O)(=O)N2CCCC(C(=O)NCc3ccccc3)C2)cc1 (stereo not given),-7%,-7%,6%,0.1%,4%,
Cc1cc(NC(=O)CN2CC(C)OC(C)C2)n(-c2nc3ccccc3s2)n1 (stereo not given),32%,3%,3%,i,32%,
COc1ccc(CCNC(=O)c2ccc(NC(=O)CC3SC(N4CCCC4)=NC3=O)cc2)cc1 (stereo not given),-3%,-13%,4%,3.8%,3%,
CC(=O)c1ccc(NC(=O)CSc2nc3[nH]ncc3c(=O)[nH]2)cc1,19%,1%,2%,4.8%,49%,
COc1cc(/C=N\NC(=O)C2COc3ccccc3O2)cc(OC)c1O (stereo not given),11%,-6%,4%,i,-6%,
CC(=O)Nc1ccc(Oc2cncc(Cl)c2)nc1,15%,-15%,6%,5.1%,-12%,
CCN(CC)CCCNC(=O)c1cn(CC)c2ccc(S(=O)(=O)N3CCc4ccccc4C3)cc2c1=O,13%,-6%,-6%,0.2%,-3%,
COc1ccc(Cl)cc1NS(=O)(=O)c1c(C)nc2sccn2c1=O,-16%,-2%,·,i,-16%,
O=C(CCCN1C(=O)c2ccccc2C1=O)Nc1cccc(S(=O)(=O)NC2=NCCC2)c1,2%,-6%,5%,1.0%,2%,
O=C(CNC(=O)c1ccco1)Nc1ccc(S(=O)(=O)N2CCCC2)cc1,-4%,1%,1%,0.3%,4%,
O=C(CN1C(=O)S/C(=C\c2ccccc2)C1=O)NCCCn1ccnc1,-20%,-5%,-2%,1.1%,8%,
Cc1c(CCC(=O)O)c(=O)oc2cc(OCc3cccc(F)c3)ccc12,10%,19%,6%,i,5%,

# Grouped by structure, the entries above containing a Cl atom
SMILES,tuberculosis growth,influenza NS1A,Salmonella PhoP GFP,inhibitors of VEEV,M. tuberculosis HTS,others
Clc1ccc(-c2csc3ncnc(NCCN4CCOCC4)c23)cc1,26%,28%,3%,6.5%,2%,
O=C(NCCCCNC(=O)c1ccccc1Cl)c1ccccc1Cl,-3%,-3%,5%,i,-4%,
C=CCN(CC=C)C(=O)Nc1cc(Cl)ccc1OC,4%,-2%,-4%,1.2%,-9%,
Cc1ccc(C)c(N2CCN(CCCNC(=O)CCC(=O)N3CCOc4ccc(Cl)cc43)CC2)c1,71%,·,-17%,·,?,
Cc1c(Cl)c(-c2n[nH]c(=S)n2CC(C)C)nn1C,10%,-6%,10%,0.9%,-4%,
CC(=O)Nc1ccc(Oc2cncc(Cl)c2)nc1,15%,-15%,6%,5.1%,-12%,
COc1ccc(Cl)cc1NS(=O)(=O)c1c(C)nc2sccn2c1=O,-16%,-2%,·,i,-16%,

# (next part)
SMILES,tuberculosis growth,influenza NS1A,Salmonella PhoP GFP,inhibitors of VEEV,M. tuberculosis HTS,others
Cc1ccc2c(c1)[C@H]1[C@H](CO2)[C@H](c2ccccc2)[C@]2(C)C(=O)Nc3ccc(Cl)cc3C(=O)N12,75%,-12%,·,5.9%,18%,
Cc1cc(OCC(=O)NCC(O)c2ccccc2)c2c3c(c(=O)oc2c1)CCCC3 (stereo not given),-7%,4%,7%,13%,5%,
CCCc1nc2c(c(=O)c3ccccc3n2C)c(=O)n1-c1ccc(F)cc1,-8%,-7%,-12%,i,0%,
Cc1ccccc1NC(=O)C1CCN(c2cnccn2)CC1,-6%,-4%,-2%,5.6%,-8%,
CCOC(=O)/C=C1/SCC(=O)N1Cc1ccc(Br)cc1,·,-18%,·,2.7%,·,
O=S(=O)(NC1CC1)c1ccc(Cl)cc1F,-4%,5%,-6%,1.7%,3%,
CCCC(C)Sc1nc2c([nH]1)c(=S)n(C)c(=O)n2C (stereo not given),·,-3%,·,6.6%,·,
Cn1c(NC(=O)c2ccc(Cl)s2)cc(=O)n(C)c1=O,-8%,0%,-5%,1.2%,-1%,
NNC(=O)c1cc(O)c(O)c(O)c1,-7%,2%,-3%,1.4%,4%,
Nn1c(SCC(=O)NCCN2C(=O)CSC2=O)nnc1-c1ccc(OC(F)F)cc1,-9%,-5%,4%,2.4%,-1%,
C=CCC(NCc1ccccc1)c1ccco1 (stereo not given),10%,21%,-1%,2.5%,0%,
Cc1ccc(NC(=O)C2CCN(S(=O)(=O)c3ccc4c(c3)OCCCO4)CC2)nc1,1%,-9%,2%,0.9%,-1%,
O=C(NCCc1cccnc1)C1CCC(=O)N(CCc2cccc(F)c2)C1 (stereo not given),-2%,-9%,-4%,1.1%,-2%,
O=C(CCc1nnc(CCCCc2ccccc2)o1)NCc1cccc(F)c1,56%,-6%,-11%,0.1%,3%,
Cn1cnc([N+](=O)[O-])c1Sc1ccccc1,38%,5%,-5%,0.3%,-4%,
Cc1cc(C(=O)Nc2ccc3ccccc3c2)c(C)o1,4%,3%,20%,0.6%,-5%,
COc1cccc(COC(=O)C2CCN(S(=O)(=O)c3ccc(C)cc3)CC2)c1OC,68%,-8%,-3%,3.1%,?,
CC(NC(=O)c1ccc(-c2cc(C(F)(F)F)ccc2Cl)o1)c1ccccc1 (stereo not given),13%,-9%,0%,0.9%,1%,
CCN(C(=S)NC(=O)C1CCCC1)C1CCCCC1,15%,-1%,7%,1.1%,-1%,
COc1ccc(-c2nc(N)ncc2-c2ccccc2)c(O)c1,-5%,4%,2%,3.1%,2%,
Cc1ccc(/C=N/N=C2/NC(=O)C(CC(=O)Nc3ccccc3)S2)o1 (stereo not given),1%,-11%,-8%,i,6%,
Cc1nn(-c2ccccc2)c(C)c1/C=N/N1CCN(c2ccccc2)CC1,-2%,22%,5%,i,1%,
Cc1cc(C)cc(-n2cc[nH]c2=S)c1,28%,1%,-4%,i,4%,
CCOC(=O)CC1(CC(=O)OCC)NC(=O)c2c(C)sc(C(=O)OCC)c2N1,-7%,6%,-8%&-11%,7.1%,-6%,
COC(C/C=C\[C@H](O)COCc1ccccc1)OC,-12%,-17%,-1%,0.7%,4%,
O=C(COC(=O)CCc1nc2ccccc2c(=O)[nH]1)Nc1ccc(N2CCOCC2)cc1,-11%,-2%,-4%,0.6%,6%,
CCOC(=O)CNC(=O)N1CCCC(CCC(=O)NCc2ccc(F)c(F)c2)C1 (stereo not given),-2%,-8%,-15%,0.6%,-1%,
O=C(Nc1ccc(NC(=O)c2cccs2)cc1)c1ccco1,9%,9%,-1%,1.8%,-8%,
O=C(Nc1ccc(Cl)c(-c2nc3ccccc3[nH]2)c1)c1ccc2c(c1)OCO2,10%,-1%,-4%,10%,8%,
c1ccc2c(c1)ccc1nnc(SCc3ccc4c(c3)OCCO4)n12,14%,-4%,-20%,7.3%,-5%,
CC(=O)Nc1cccc(C(=O)OCN2C(=O)c3ccccc3C2=O)c1,-4%,-7%,-10%,1.7%,9%,
COC(=O)CN(n1cnnc1)S(=O)(=O)c1ccccc1,8%,6%,-15%,i,-4%,
CCOC(=O)N1CCN(C(=O)CN2C(=O)NC(c3ccccc3)(c3ccccc3)C2=O)CC1,0%,-4%,2%,i,4%,
Cc1ccc2oc(C(=O)Nc3ccc(S(=O)(=O)Nc4onc(C)c4C)cc3)c(C)c2c1,33%,-10%,-8%,5.8%,-6%,
CC[C@]12c3[nH]c4ccc(Cl)cc4c3CCN1C(=O)[C@@H](CC(=O)NC(C)(C)C)C[C@@H]2C(=O)N1CCN(C(=O)c2ccco2)CC1,·,5%,·,i,·,
Fc1ccc(-c2ccc(Nc3cccc(F)c3)nn2)cc1,-7%,1%,-25%,4.0%,1%,
COCCN(CCNC(=O)c1ccc(NC2=NC3CS(=O)(=O)CC3S2)cc1)Cc1ccco1 (stereo not given),-14%,30%,-5%,1.0%,-9%,inhibitors of VEEV 10K pilot screen=0.4
CCCCn1nnnc1NCc1cc(OC)c(OC)cc1OC,-1%,19%,1%,1.4%,1%,inhibitors of VEEV 10K pilot screen=0.8
CCn1ncc(/C=N/NS(=O)(=O)c2ccc(Cl)cc2)c1C,-6%,0%,3%,0.7%,-1%,
COc1cccc(OCc2nc3ccccc3c(=O)n2N)c1,9%,9%,-8%,1.3%,3%,
CCSC(=Nc1ccccc1)Nc1ccccc1,28%,-8%,12%,1.7%,-1%,
Cc1cc(C(=O)N2CCCC(CNS(=O)(=O)c3cccs3)C2)nn1C (stereo not given),4%,-6%,-3%,3.7%,-7%,
COc1ccc(OC)c2c1cc(C(=O)N[C@H](C(=O)N1CCC[C@H]1C(=O)O)C(C)C)n2C,-3%,5%,-12%,i,-3%,
COc1ccccc1OCC(=O)N1CCC2(CC1)CC(=O)c1ccccc1O2,-15%,-5%,6%,2.2%,-5%,
Cc1nn(-c2ccc(F)cc2)c(Cl)c1/C=C/C(=O)OCC(=O)Nc1ccc(F)cc1F,-3%,-7%,-7%,0.8%,-7%,
Cc1ccc(NC(=O)COc2cccnc2[N+](=O)[O-])cc1S(=O)(=O)N1CCCCC1,5%,4%,-4%,8.6%,4%,
CCOc1cc(CNn2cnnc2)cc(Cl)c1OCC(=O)NC(C)(C)C,9%,-2%,3%,0.2%,-6%,
Cc1ccccc1C(=O)c1ccc2c(c1)n(C)c(=O)n2C,2%,-8%,-4%,3.1%,-3%,
CC(=O)Cc1nsc(NC(=O)c2c(-c3ccccc3Cl)noc2C)n1,5%,0%,-12%,1.0%,-7%,
Cc1cc(S(=O)(=O)NC2CC(C)(C)NC(C)(C)C2)c(Cl)cc1Cl,3%,3%,-6%,0.8%,2%,
O=C(c1cc(-c2ccccc2)nc2ccccc12)N1CCC2(CC1)OCCO2,2%,0%,11%,i,0%,
COc1ccc(/C=C/C(=O)NCCCc2ccccc2)cc1OC,8%,-3%,18%,i,-7%,
CC1CCCCN1C(=S)Nc1ccc2nc3n(c(=O)c2c1)CCCCC3 (stereo not given),60%,-1%,12%,0.3%,-4%,
CN1C(CC(=O)c2ccccc2)CCCC1CC(O)c1ccccc1 (stereo not given),9%,0%,-3%,1.2%,-1%,
COc1ccc(C(C)=O)c(OC(=O)c2ccco2)c1,7%,0%,-18%,0.9%,-14%,
CN1CCN(c2ccc(CNS(=O)(=O)Cc3cccc(C(F)(F)F)c3)cc2)CC1,4%,·,-11%,i,-4%,
